# MrgX1 ag: agonists of human MrgX1 receptor, primary screen, HEK293 cells, Fluo-4 calcium flux | Mas-related G-protein coupled receptor member X1 (Homo sapiens), Q96LB2 | Fluo-4 calcium fluorescence, agonist mode; hits give high values | B-score at 10 µM | 310,000 compounds, 0.44% hits;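 active = calcium response B-score plate-corrected fluorescence ratio at least 3 library SD, with starting fluorescence B-score inside 5 SD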
# Target sequence (Q96LB2 whole entry, looked up): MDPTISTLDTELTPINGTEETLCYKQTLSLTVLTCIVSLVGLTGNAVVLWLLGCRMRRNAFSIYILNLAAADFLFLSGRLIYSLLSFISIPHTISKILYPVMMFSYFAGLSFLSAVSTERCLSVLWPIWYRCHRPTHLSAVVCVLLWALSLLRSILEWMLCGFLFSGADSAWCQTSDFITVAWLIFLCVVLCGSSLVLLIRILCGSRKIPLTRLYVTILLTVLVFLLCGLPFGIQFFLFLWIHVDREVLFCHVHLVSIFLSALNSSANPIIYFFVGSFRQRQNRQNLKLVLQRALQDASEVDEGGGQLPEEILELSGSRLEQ
#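 System: HEK293 cells stably expressing human MrgX1 receptor; Dosing: test compound in the initial addition of three; Schedule: overnight plating, then 30 min 37 °C plus 30 min room-temperature dye loading; Detection: kinetic calcium dye fluorescence, Fluo-4 NW; Controls: per-plate positive and negative controls for Z′ factor.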
# HIF act: HIF pathway transcriptional activators, primary screen, cell-based, U2OS HRE-luciferase, luminescence; U2OS HRE-luciferase reporter; normalized: DMSO 0%, desferrioxamine 100%; activation, % at 7.5 µM (by protocol); 300,000 compounds, 0.32% hits; AID 1910, 2009;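 active = mean activation of at least 10% of the iron chelator positive control signal, with at least half of replicates also reaching 10%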
# TRPC4 act: activators of mouse TRPC4 channel, primary screen, Fluo4 calcium, HEK293 TRPC4beta/mu-opioid cells. 310,000 compounds, 0.49% hits. B-score at 10 µM. AID 2237, 2010. Fluo4 calcium fluorescence; hits give high values. Short transient receptor potential channel 4 (Mus musculus), Q9QUQ5;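 active = B-score above 5 SD of library B-scores, and initial fluorescence ratio not above library mean plus 5 SD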;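 also: positive B-score marks a calcium rise read as TRPC4 activation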
#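 System – HEK293 cells stably co-expressing mouse TRPC4beta and mu-opioid receptor · Signal – Fluo4 calcium-sensitive dye fluorescence, kinetic, 1 Hz baseline · Benchmarks – buffer (low) and maximal DAMGO (high) · Read-out – B score of integrated fluorescence ratio per well · Incubation – dye loading 45 min room temperature, 110 s kinetic read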
# MrgX1 PAM: positive allosteric modulators of MrgX1, primary screen, HEK293 cells, Fluo-4 calcium flux; Mas-related G-protein coupled receptor member X1 (Homo sapiens), Q96LB2; FDSS; hits give high values; B-score at 10 µM; 310,000 compounds, 0.63% hits; AID 588675, 2011;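 active = plate-corrected calcium response at least 3 library SD above typical, normal starting fluorescence, not activating the receptor alone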;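 also: compound read alongside a low EC10 to EC30 dose of BAM8-22 agonist; peak minus trough fluorescence over baseline measured at the second addition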
# TRPC6 activator: mouse TRPC6 channel activators, primary screen, cell-based, HEK293, membrane potential dye; Short transient receptor potential channel 6 (Mus musculus), Q61143; HEK293-TRPC6 membrane potential dye fluorescence; hits give high values; B-score at 10 µM; 310,000 compounds, 0.13% hits; AID 2550, 2010;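 active = B-score of the integrated fluorescence ratio above library mean plus 3 SD, and starting fluorescence ratio within library mean plus 5 SD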;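 also: higher score means more depolarization so channel activation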
# AI-2 QS mod: Vibrio harveyi AI-2 quorum sensing modulators, primary screen, JMH597 strain, luminescence/OD600 ratio | Vibrio harveyi JMH597 AI-2 luminescence/OD600 ratio, 9 h; hits give low values; strain lacks LuxN and CqsS sensors; 0 = neutral-control median | activity change, % at 7.5 µM | 300,000 compounds, 0.4% hits | AID 2094, 2009; in the data active = activity change below about -75%, passing the limit was not always enough;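 also: luminescence divided by OD600 gain over 9 h not by final OD600 alone; inactives centre near 13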
# PolyA inhibitor: polyadenylation inhibitors in yeast reporter cells, primary screen, luminescence, S. cerevisiae; S. cerevisiae SKY197-pL101 polyadenylation reporter, beta-gal luminescence; efflux-impaired pdr1/pdr3 knockout yeast; score 100 = 6 SD above DMSO; calls only at 12 µM; 300,000 compounds, 0.02% hits; AID 1875, 2009;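 active = lowest replicate activity score at least 50, where 100 means six control SD above control mean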;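 also: yeast exposed to compound for 9 h at 30 °C; higher score means more reporter readthrough which indicates perturbed polyadenylation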
# MrgX1 antagonist: antagonists of human MrgX1 receptor, primary screen, HEK293 cells, Fluo-4 calcium flux; 310,000 compounds, 1.3% hits; BAM8-22 antagonism; hits give low values; B-score at 10 µM;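 active = calcium-response B-score plate-corrected more than 3 library SD below zero, starting fluorescence within 5 deviations, no agonist response on first addition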;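 also: peak minus trough fluorescence over baseline after final BAM8-22 challenge near maximal dose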
# TRPC4 PAM: positive allosteric modulators of TRPC4, primary screen, cell-based, mouse TRPC4beta, HEK293 mu-opioid, Fluo-4 calcium; 310,000 compounds, 0.42% hits; B-score at 10 µM; Short transient receptor potential channel 4 (Mus musculus), Q9QUQ5; DAMGO EC20, Fluo-4 Ca2+ flux; hits give high values;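 active = B-score of calcium response area above 5 SD of library B-scores, with initial fluorescence ratio within 5 SD of library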;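 also: B-score of integrated fluorescence ratio over time as area under calcium response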
# TRPC6 inhibitor: mouse TRPC6 channel inhibitors, primary screen, cell-based, HEK293, membrane potential dye. Short transient receptor potential channel 6 (Mus musculus), Q61143. ACh-evoked depolarization; hits give low values. B-score at 10 µM. 310,000 compounds, 1.1% hits. AID 2553, 2010;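 active = B-score under library mean minus 3 SD, initial fluorescence not abnormally high, positive integrated signal ratio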;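 also: B-score derived from integrated fluorescence ratio over the kinetic read; more negative B-score means stronger inhibition of depolarization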
# TRPC4 block: inhibitors of mouse TRPC4 channel, primary screen, Fluo4 calcium, HEK293 TRPC4beta/mu-opioid cells | DAMGO-evoked Fluo4 calcium flux; hits give low values | 300,000 compounds, 0.39% hits | B-score at 10 µM | AID 2247, 2010;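 active = B-score over 3 SD under the library average, no early fluorescence shift, positive overall ratio signal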
#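 Material: HEK293 cells with stable TRPC4beta plus mu-opioid receptor expression / Probe or stimulus: DAMGO in two steps, submaximal then maximal / Compound: single concentration per test compound / Technique: kinetic Fluo4 fluorescence imaging of calcium influx / Read-out: per-well B score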
# An asterisk follows results filed as active; i = inactive; / = not tested or not shown.
SMILES,MrgX1 ag,HIF act,TRPC4 act,MrgX1 PAM,TRPC6 activator,AI-2 QS mod,PolyA inhibitor,MrgX1 antagonist,TRPC4 PAM,TRPC6 inhibitor,TRPC4 block
O=C(NC1CCCC1)C(c1ccncc1)N(C(=O)c1ccco1)c1ccc(Cl)cc1 (stereo not drawn),i,0.0,i,i,i,7,i,i,i,i,i
CCCN1CCC(=O)N([C@H](CSc2ccc(OC)cc2)Cc2ccccc2)CC1,i,0.0,i,i,i,14,i,i,i,i,i
CCCn1nc(C(=O)Nc2ccc3nc(C)sc3c2)c2ccccc2c1=O,i,0.2,i,i,i,21,i,i,i,i,i
N#Cc1cc2c(nc1SCC(=O)Nc1nccs1)CCCCC2,i,0.9,i,i,i,25,i,i,i,i,i
N#Cc1nc(COc2cccc(Cl)c2)oc1NCCN1CCOCC1,i,-0.3,i,i,i,6,i,i,i,i,i
Cc1ccc(S(=O)(=O)Oc2ccc3c(c2)O/C(=C\c2cccnc2)C3=O)cc1,i,0.2,i,i,i,2,i,i,i,i,i
COc1cccc(N2C(=O)CC(N3CCc4ccccc4C3)C2=O)c1 (stereo not drawn),i,-0.1,i,i,i,22,i,i,i,i,i
CC(C)n1cnc2c(oc3ccccc32)c1=O,i,2.8,i,i,i,6,i,i,i,i,i
O=C(c1cn(CC(=O)N2CCCC2)c2ccccc12)C1CCCCC1,i,-0.3,i,i,i,-2,i,i,i,i,i
CN(Cc1ccccc1F)Cc1cc(=O)oc2cc(O)c(Cl)cc12,i,-0.4,i,i,i,26,i,i,i,i,i
CC(C)=CCN1CCN(Cc2nc(-c3ccc(F)cc3)cs2)CC1CCO (stereo not drawn),i,0.1,i,i,i,15,i,i,i,i,i
Cc1ccc(C(=O)O/N=C/c2c(C(F)(F)F)nn(C)c2Sc2ccc(Cl)cc2)cc1,i,-0.1,i,i,i,5,i,i,i,i,i
Cc1noc(C)c1C(=O)Nc1ccc(-n2ccc(C(F)(F)F)n2)cc1,i,0.0,i,i,i,21,i,i,i,i,i
O=C(c1cc(F)ccc1F)C1CCCN(C(=O)c2ccc3nccnc3c2)C1 (stereo not drawn),i,0.9,i,i,i,-6,i,i,i,i,i
Cc1nc(-c2ccccc2)cc(-c2ccccc2)n1,i,-0.3,i,i,i,2,i,i,i,i,i
Cc1ccc(C2=NN(S(C)(=O)=O)C(c3ccc4c(c3)OCO4)C2)cc1 (stereo not drawn),i,1.8,i,i,i,7,i,i,i,i,i
COc1ccc(C(=O)COC(=O)c2cc(=O)[nH]c3ccccc23)c(OC)c1,i,2.2,i,i,i,5,i,i,i,i,i
CCOC(=O)c1nc(C)nc(Sc2n[nH]c(-c3ccccc3)n2)c1C,i,-0.4,i,i,i,11,i,i,i,i,i
COc1ccc(-c2csc(NC(=O)CSCC(=O)Nc3cc(C)on3)n2)cc1OC,29*,-8.1,i,i,i,22,i,i,i,i,i
COc1ccc(C)c(Cn2c(-c3nonc3N)nc3ccccc32)c1,i,0.4,i,i,i,29,i,i,i,i,i
COC(=O)[C@@]1(Cc2ccccc2)C=C[C@@H](C)N1C(C)=O,i,-0.5,i,i,i,16,i,i,i,i,i
COc1cc(/C=N/NC(=O)c2ccncc2)cc(OC)c1OC,i,-0.2,i,i,i,23,i,i,i,i,i
CCOc1cc(NC(=S)NC)c(OCC)cc1NC(=O)c1ccco1,i,-0.1,i,i,i,17,i,i,i,i,i
CCOc1ccc(NS(=O)(=O)c2ccc(C(=O)NCc3ccccn3)cc2)cc1,i,-0.2,44*,i,i,37,i,i,i,i,i

# Complete entries, looked up by structure. Screens in order: MrgX1 ag, HIF act, TRPC4 act, MrgX1 PAM, TRPC6 activator, AI-2 QS mod, PolyA inhibitor, MrgX1 antagonist, TRPC4 PAM, TRPC6 inhibitor, TRPC4 block
# Listed for Cc1noc(C)c1C(=O)Nc1ccc(-n2ccc(C(F)(F)F)n2)cc1 → i, 0.0, i, i, i, 21, i, i, i, i, i
# Listed for CCOc1cc(NC(=S)NC)c(OCC)cc1NC(=O)c1ccco1 → i, -0.1, i, i, i, 17, i, i, i, i, i

# Next part:
SMILES,MrgX1 ag,HIF act,TRPC4 act,MrgX1 PAM,TRPC6 activator,AI-2 QS mod,PolyA inhibitor,MrgX1 antagonist,TRPC4 PAM,TRPC6 inhibitor,TRPC4 block
O=C(CSc1ccccc1)Nc1nccs1,i,0.8,i,i,i,25,i,i,i,i,i
Cc1nc2c(-c3ccc(F)cc3)c(C)nn2c(N2CCOCC2)c1C,i,-0.5,i,i,i,10,i,i,i,i,i
CC(=O)Nc1ccc(C(=O)OCC(=O)c2ccc(F)cc2)cc1,i,0.0,i,i,i,4,i,i,i,i,i
CCC(CC)N1CCN(CCc2ccccc2)C(CCO)C1 (stereo not drawn),i,0.1,i,i,i,8,i,i,i,i,i
CCn1c(Cc2ccccc2)nnc1SCC(=O)Nc1ccc(S(N)(=O)=O)cc1,i,0.1,i,i,i,43,i,i,i,i,i
Cc1cc(=O)[nH]c(N2CCN(Cc3ccccc3)CC2)n1,i,0.5,i,i,i,20,/,i,i,i,i
O=C1NCN(c2ccccc2)C12CCN(c1nnnn1-c1ccccc1)CC2,i,-1.6,i,i,i,5,i,i,i,i,i
Cc1ccccc1CS(=O)(=O)c1cnc2ccccc2n1,i,-0.3,i,i,i,6,i,i,i,i,i
Cc1cc(=O)oc2c(CN3CCCC3)c(O)ccc12,i,-3.3,i,i,i,5,i,i,i,i,i
Cc1occc1C(=O)N/N=C/c1ccc(-c2ccccc2)cc1,i,-0.6,i,i,i,61,i,i,i,i,i
C=C(C)CCC1(C)NC(=O)N(c2ccccc2)N1 (stereo not drawn),i,0.1,i,i,i,20,i,i,i,i,i
O=C(OCCNC(=O)c1ccc2ccccc2n1)c1ccc(F)cc1,i,0.0,i,i,i,1,i,i,i,i,i
Cc1ccc(C(=O)c2cc([N+](=O)[O-])ccc2N2CCN(C)CC2)cc1,i,0.5,i,i,i,19,i,i,i,i,i
O/N=C1\CCSc2ccc(F)cc21,i,-0.5,i,i,i,9,i,i,i,i,i
C=CCn1c(C)c(C(C)=O)c(SC)nc1=S,i,0.0,i,i,i,13,i,i,i,i,i
N[C@@H](CO)c1nnc([C@H](Cc2ccc(O)cc2)NC(=O)C2CCNCC2)o1,i,-1.0,i,i,i,14,i,i,i,i,i
Cc1cc(N/N=C/c2ccc([N+](=O)[O-])o2)nc2ccccc12,i,0.6,i,i,i,54,i,i,i,i,i
O=C(C1CC(c2cccc(Br)c2)=NO1)N1CCc2ccccc2C1 (stereo not drawn),i,0.6,i,i,i,-72,i,i,i,i,i
CCn1c(=O)cc(OCC(=O)Nc2cccc(C)n2)c2ccccc21,i,0.0,i,i,i,22,i,i,i,i,i
COc1ccc(C2Nc3ccccc3C(=O)N2NS(C)(=O)=O)cc1OC (stereo not drawn),i,0.1,i,i,i,22,i,i,i,i,i
CC(=O)NC(Cc1cccc(F)c1)C(=O)NC1CCN(c2ncccc2[N+](=O)[O-])CC1 (stereo not drawn),i,0.7,i,i,i,7,i,i,i,i,i
Cc1ccc(CC(=O)Nc2ccc(S(=O)(=O)N3CCOCC3)cc2)cc1,i,0.6,i,i,i,0,i,i,i,i,i
CCN1CCN(c2ccc(S(=O)(=O)N3CCCCC3)cc2NC(=O)c2ccc(F)cc2)CC1,i,-0.3,i,i,i,23,i,i,i,i,i
O=C(Nc1ccc(-c2nc3ccccc3o2)cc1)c1cc(-n2cnnc2)ccc1Cl,i,0.9,i,i,i,11,i,i,i,i,i
CC(C)Oc1cccc(C(=O)N2CCCC2)c1,i,-0.1,i,i,i,30,i,i,i,i,i
O=C(COc1ccccc1)N1CCN=C1SCc1cccc(F)c1,i,0.1,i,i,i,10,i,i,i,i,i
Cc1ccc(CN(c2ccc(C(=O)Nc3cccnc3)cc2)S(C)(=O)=O)cc1,i,-0.3,i,i,i,42,i,i,i,i,/
Cc1cccc(NC(=O)C2CCCN2C(=O)Oc2ccccc2)c1 (stereo not drawn),i,/,i,i,i,10,i,i,i,i,i
CS(=O)(=O)N(CC(=O)NCCSCc1cccc(Cl)c1)c1ccc(F)cc1,i,-2.7,i,i,i,15,/,i,i,i,i
CC1CCC(C(C)C)C(OC(=O)C2=C3c4ccccc4S(=O)(=O)N3CC2)C1 (stereo not drawn),i,2.7,i,i,i,17,i,i,i,i,i
CC(=O)NCCC(=O)N1CCCC(N2CCN(c3cccc(Cl)c3)CC2)C1 (stereo not drawn),i,0.3,i,i,i,15,i,i,i,i,i
O=C(Nc1ccc(F)cc1F)c1ccc2nc(N3CCOCC3)sc2c1,i,1.1,i,i,i,9,i,i,i,i,i
O=C(CSc1n[nH]c(=O)n1Cc1ccco1)Nc1ccccc1Cl,i,-0.4,i,i,i,1,i,i,i,i,i
CCOP(=O)(OCC)C(NC(=O)Nc1cccc(Cl)c1)C(N)=O (stereo not drawn),i,0.1,i,i,i,11,i,i,i,i,i
COc1cccc(C(=O)O/N=C(\N)CS(=O)(=O)c2ccccc2)c1,i,2.3,i,i,i,-1,i,i,i,i,i
Cc1c(/C=N/n2cnnc2)c2ccccc2n1CCOc1ccccc1,i,-0.7,i,i,i,1,i,i,i,i,i
CCN(CC)C(=O)CSc1ncnc2c1cnn2Cc1ccccc1,i,0.4,i,i,i,0,i,i,i,i,i
Cc1cccn2c(=O)c(/C=C(\C#N)C(N)=O)c(N3CCN(Cc4ccc5c(c4)OCO5)CC3)nc12,i,-0.2,i,i,i,16,i,i,i,i,i

# Source: PubChem BioAssay (several laboratories)

# Some of the compounds tested, so the mix of outcomes need not match the whole.
